High-throughput results from PubChem BioAssay.
HT1080 IDH1KD tx = qHTS for induction of synthetic lethality in tumor cells producing 2HG: qHTS for the HT-1080-IDH1KD cell line | HT-1080 IDH1 knockdown viability, ATP luminescence, 48 h | Potency, µM (top dose mostly 46.1 µM), inactives show at the highest dose activity, negative = toxicity, usual class: cytotoxic | 360,000 compounds, 2% hits | AID 686971, 2013;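 also: potency is read from the fitted curve at half-maximal effect; 0% = DMSO wells and -100% = cell-free medium wells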
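CellTiter-Glo luminescence after 48 h compound exposure at 37 degrees C of IDH1-knockdown HT-1080 cells in 5% FBS RPMI. %Activity scaled between DMSO wells and cell-free media wells, with curves fitted and assigned curve classes.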
HT1080NT lethal = qHTS for induction of synthetic lethality in tumor cells producing 2HG: qHTS for the HT-1080-NT fibrosarcoma cell line | HT-1080-NT fibrosarcoma viability, CellTiter-Glo ATP luminescence, 48 h | Potency, µM (series often up to 46.1 µM), for inactives: at the highest dose activity, negative = less viability, hits mostly cytotoxic | 360,000 compounds, 1.6% hits | AID 686970, 2013;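 also: NT is the 2HG producing partner of a matched IDH1 knockdown line; potency is read from the fitted curve at half-maximal effect; 0% = DMSO-treated cells and -100% = media-only wells without cells; nearly all actives have a fitted effect of over 55% in size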
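Luminescent CellTiter-Glo readout after 48 hours of compound exposure at 37 degrees C defined viability of HT-1080-NT cells. Activity was normalized to DMSO wells and cell-free media wells; concentration-response curves were fitted and assigned curve classes.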
SW480 rereplic = A quantitative high throughput screen for small molecules that induce DNA re-replication in SW480 colon adenocarcinoma cells. SW480 DNA re-replication, Hoechst DNA content imaging, 48 h. Potency, µM (top dose mostly 46.1 µM), for inactives: at the highest dose re-replication activation, most hits filed as activators. 340,000 compounds, 1.8% hits; also: potency is read from the fitted curve at half-maximal effect; % of control where 0% means no effect; nearly all actives have a fitted effect of over 55% in size
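SW480 cells exposed to compounds for 48 hr at 37 C, 5% CO2, then Hoechst-stained 40 min. Nuclear DNA content imaged by fluorescence scanning (405 nm excitation, 500-530 nm emission); re-replication scored as increased high-intensity nuclei.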
KB-V1 MDR tox = qHTS assay for MDR1-selective chemotherapeutics: Primary screen using the drug-selected MDR subline cells KB-V1. KB-V1 MDR cells viability, CellTiter-Glo, 72 h. Potency, µM (series often up to 46.1 µM), without a hit: at the top dose activity change, negative = cytotoxicity, most hits filed as cytotoxic. 400,000 compounds, 3.4% hits; also: potency is read from the fitted curve at half-maximal effect; % is scaled to controls: 0 for no effect and ±100 for the full control effect; nearly all actives have a fitted effect of over 60% in size
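Luminescent ATP read-out (CellTiter-Glo, 10 min) measures survival of drug-selected KB-V1 MDR cells after 72 h, 37 degrees C compound exposure. Medium: phenol-red-free DMEM, 10% FBS. Values from fitted concentration-response curves.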
KB-3-1 cytotox = qHTS assay for MDR1-selective chemotherapeutics: Primary screen using the parental adenocarcinoma cell KB-3-1. KB-3-1 viability, CellTiter-Glo ATP luminescence, 72 h. AID 1347075, 2019. Potency, µM (highest dose often 46.1 µM), inactives show at the highest dose activity change, negative = cytotoxic, usual class: cytotoxic. 400,000 compounds, 1.4% hits; also: potency is read from the fitted curve at half-maximal effect; % is scaled to controls: 0 for no effect and ±100 for the full control effect; nearly all actives have a fitted effect of over 60% in size
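Cytotoxicity in the drug-sensitive parental line KB-3-1 was scored as loss of CellTiter-Glo luminescence following 72 h incubation with compound. Values come from curve fitting of normalized concentration-response data.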
MCF10A rereplic = A quantitative high throughput screen for small molecules that induce DNA re-replication in MCF 10a normal breast cells. MCF 10A DNA re-replication, Hoechst nuclear intensity, 48 h. AID 624296, 2012. Potency, µM (top dose mostly 46.1 µM), inactives show at the highest dose activity, positive = re-replication, actives largely listed as activators. 350,000 compounds, 2.9% hits; also: potency is read from the fitted curve at half-maximal effect; % of control where 0% means no effect; nearly all actives have a fitted effect of over 50% in size
IL-1B inflam inh = qHTS for Inhibitors of Inflammasome Signaling: IL-1-beta AlphaLISA Primary Screen. THP-1 LPS/ATP IL-1B secretion, AlphaLISA, 16 h; active compounds read low. activity change, % at 57.5 µM. 360,000 compounds, 4.7% hits; in the data active = activity change below about -50%; inconclusive = mostly about -30% to -49%; also: % is scaled to controls: 0 for no effect and ±100 for the full control effect
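THP-1 cells pretreated 1 hr with compounds (up to 57.5 uM final), then stimulated with LPS (250 ng/mL final) plus ATP (1.25 mM final); secreted IL-1B measured by AlphaLISA after 16 hr, decreased signal indicating inhibition.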
ATXN2 expr inh = Primary qHTS for Inhibitors of ATXN expression; HEK-293 ATXN2-luciferase reporter, luminescence, 24 h; Potency, µM (top dose mostly 57 µM), inactives show at the highest dose activity change, negative = inhibition, usual class: inhibitors; 360,000 compounds, 0.72% hits; AID 1745845, 2022; also: potency is read from the fitted curve at half-maximal effect; % is scaled to controls: 0 for no effect and ±100 for the full control effect; nearly all actives have a fitted effect of over 55% in size
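qHTS (up to 57 uM final) was run with 24 h compound exposure of reporter cells at 37 °C. Each well was multiplexed: SteadyGlo luminescence measured ATXN2-luciferase expression after a fluorogenic Gly-Phe-AFC viability readout (25 uM final).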
WRN inhibitor = qHTS for Inhibitors of WRN Helicase. WRN helicase unwinding, fluorescent forked duplex, kinetic. AID 651768, 2012. Bifunctional 3'-5' exonuclease/ATP-dependent helicase WRN (Homo sapiens), Q14191. 360,000 compounds, 0.46% hits. Potency, µM (highest dose often 114 µM), without a hit: at the highest dose activity change, negative = inhibition, usual class: inhibitors; also: potency is read from the fitted curve at half-maximal effect; % is scaled to controls: 0 for no effect and ±100 for the full control effect; nearly all actives have a fitted effect of over 55% in size
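Primary qHTS, 1536-well format. 20 nM WRN + compound, 15 min RT; start with 100 nM forked fluorophore/quencher duplex, 2 mM ATP (final); kinetic read ex 525/em 598 nm.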
* hit, by the source's call; ? = inconclusive; . = no result given; [ ] = dose if it differs, or a comment. Unless noted, calls follow the shape of the dose curve; as a rule, active = well fitted curve in the direction sought with a large enough effect; inconclusive = small, poorly fitted or top-dose-only effect, or another doubt; inactive = no such curve, though single readings can be large; an effect the other way counts as inactive or inconclusive.

SMILES | HT1080 IDH1KD tx | HT1080NT lethal | SW480 rereplic | KB-V1 MDR tox | KB-3-1 cytotox | MCF10A rereplic | IL-1B inflam inh | ATXN2 expr inh | WRN inhibitor
CC(=O)Nc1cccc(OCC(=O)/C=C2\N(C)c3ccccc3C2(C)C)c1 | ? | ? | 1% | ? | ? | ? | -82* | -12% | -17%
C/C=C\C=C\C(=O)N1CC2(CC(c3cccc(NC(=O)CC)c3)=NO2)C[C@H]1C(N)=O (some centres undefined) | 0% | 0% | 0% | ? | 14% | 3% | 35 | 3% | ?
O=C(Nc1cccc([N+](=O)[O-])c1)C1CC(=O)N(Cc2ccccc2)C1 (centres undefined) | 2% | -15% | -12% | 13% | 0% | -9% | 5 | 1%[11.3 µM] | -11%
CCC(=O)c1ccc(N2CCN(C(=O)c3cccc(F)c3)CC2)c(F)c1 | -14% | 0% | -1% | ? | -6% | 6% | 17 | 13% | -9%[57.1 µM]
O=C(Cn1cc(F)c(=O)[nH]c1=O)NCCO | -1% | 1% | -5% | 5% | 15% | 0% | -2 | 1% | 7%
Cc1ccsc1CNC(=O)c1c(-c2ccccc2)noc1C | 1% | 10% | -3% | 0% | 10% | 0% | 13 | 1% | 8%
CCOc1cccc(NC(=O)C2CC(=O)N(c3ccc(F)cc3)C2)c1 (centres undefined) | -1% | 7% | 3% | -8% | 16% | -3% | 0 | 0% | -8%
Cc1cc[n+](CC(=O)Nc2cc(C(F)(F)F)ccc2Cl)cc1 | 5% | 5% | -2% | 5% | -8% | 23µM* | -14 | -7% | -4%
CCCC1(c2ccccc2)NC(=O)N(CC(=O)NCc2ccc(C)cc2)C1=O (centres undefined) | 1% | -2% | 0% | 1% | -4% | -25% | -21 | 9% | 0%
NNC(=O)C(=O)NCCCN1CCOCC1 | 1% | 18% | 1% | -26% | -4% | -7% | 17 | . | 8%
Cc1c(C(=O)Nc2c(C)n(C)n(-c3ccccc3)c2=O)oc2c(Cl)cccc12 | -19% | -22% | -1% | ? | 2% | -2% | -5 | -13% | 0%
S=c1[nH]nc(C2CCCCC2)o1 | 11% | 2% | -3% | -2% | -1% | 7% | 13 | 8% | -3%
CC(=O)c1ccc(NC2=C(N3CCOCC3)C(=O)c3ccccc3C2=O)cc1 | ? | ? | 3% | 26µM* | -13% | 0% | -76* | ? | -16%
COc1ccccc1N1CCN(C(=O)c2cc(=O)c3cc(C)cc(C)c3o2)CC1 | 0.01µM* | 0.021µM* | ? | 0.21µM* | 0.21µM* | ? | 65 | -15% | 18%
COc1ccc(-n2ccc(=O)c3c2CCCC3=O)cc1 | 9% | 6% | -2% | ? | 7% | -15% | 18 | 2% | 6%
CCc1nc2ccc(C(=O)NCCOc3ccc(OC)cc3)cn2c1N(C)Cc1cccs1 | ? | ? | . | ? | -26% | . | -52* | -28% | -2%[57.1 µM]
CCn1c(SCC(=O)N/N=C/c2ccc(C)o2)nnc1-c1ccccc1 | -10% | -5% | 0% | 8% | 2% | -3% | 20 | 4% | 4%
CCCN1CNC(=S)N(Cc2ccccc2)C1 | -10% | -3% | -1% | ? | 3% | 2% | 7 | -6% | 8%
Cc1nn(-c2ccc(F)cc2)c(Cl)c1C(=O)NCC1CCCO1 (centres undefined) | -5% | -2% | ? | -13% | 26% | ? | -12 | -2% | -4%
O=C(NNC(=O)c1ccccc1F)c1ccc(S(=O)(=O)N2CCCC2)cc1 | -1% | 5% | -3% | 18% | 0% | 1% | -3 | -4% | -18%
CN(CCc1cnn(C)c1)Cc1nc(CC2CC2)no1 | 13% | -1% | -10% | -12% | 7% | -1% | 2 | . | -5%
O=C(Nc1ccc(N2CCN(C(=O)c3ccccc3F)CC2)cc1)c1ncn[nH]1 | 2% | -7% | -7% | 6% | -19% | 1% | 0 | . | -1%
CCOC(=O)C1CCC(CN(Cc2ccccc2)S(=O)(=O)c2ccc([N+](=O)[O-])cc2)CC1 (centres undefined) | 1% | 3% | 16% | -3% | 13% | 12% | -7 | -27% | -17%
CC(=O)N1N=C(c2cccc(NS(=O)(=O)c3ccc(C)cc3)c2)CC1c1ccco1 (centres undefined) | ? | -4% | 16µM* | -27% | ? | ? | -20 | 13% | -3%
CC1(c2nnc(-c3ccccc3)o2)CC(c2ccc(F)cc2)=NO1 (centres undefined) | -5% | -2% | -5% | -13% | 4% | 9% | 4 | 3% | 6%
Cc1ccc(C)c(NC(=S)N=Nc2c(O)n(C)c3ccc(S(=O)(=O)N4CCOCC4)cc23)c1 | ? | -29% | 11% | 1% | ? | -12% | 7 | -15% | 5%
c1ccc(-c2noc(-c3ccc4ccccc4c3)n2)nc1 | -25% | -19% | -16% | 5.8µM* | ? | 17% | 15 | 2.2µM* | -2%
CCC(=O)N1c2ccccc2NC2=C(C(=O)CC(C)(C)C2)C1c1cccnc1 (centres undefined) | 14% | 21% | 5% | -2% | 0% | 0% | 3 | -15% | -4%
Cc1ccc(S(=O)(=O)Cc2ccc(C(=O)N3CCCCC3C)cc2)cc1 (centres undefined) | 0% | 0% | -10% | . | . | ? | 17 | -4% | -12%
Cc1ccccc1Nc1nc(N)nc(CSc2nnc3ccccn23)n1 | 10% | 14% | -16% | 0% | -1% | -1% | 16 | 29% | -1%
COc1ccccc1CNC(=O)c1ccc(S(=O)(=O)N(C)c2ccccc2)cc1 | -1% | 6% | -3% | -4% | 13% | 5% | -7 | 6% | -5%
COc1ccc2[nH]c(C)c(CCNC(=S)Nc3ccc(C)cc3)c2c1 | -3% | 1% | ? | -6% | 2% | -1% | -26 | . | -4%
Cc1ccccc1-c1nc(CN2CCC(C(=O)N3CCC(C(N)=O)CC3)CC2)c(C)o1 | 0% | 15% | 1% | 15% | 0% | 0% | -19 | -6% | 9%
Cc1c([N+](=O)[O-])cc(C(=O)Oc2ccc(Br)cc2C(=S)N2CCCCC2)cc1[N+](=O)[O-] | -4% | 0% | -12% | ? | -8% | 12% | ? | 4% | -15%
O=C(O)C1=C[C@@H](c2ccc(C(F)(F)F)cc2)C[C@@H](OCCCCO)O1 | 8% | -1% | -11% | 9% | 0% | ? | 15 | -1% | 10%
CC(C)Oc1ccc(CN2CCC2(C)C(=O)Nc2cnc3ccccc3c2)cc1 (centres undefined) | -24% | -19% | . | -11% | 0% | . | -15 | ? | -7%
Cc1nn(Cc2ccc(Cl)c(Cl)c2)c(C)c1NC(=O)c1cn(-c2ccccc2)nc1-c1ccccc1 | 12% | 3% | 19% | ? | -24% | 5% | ? | 1% | -2%
Cc1ccc(Cn2ccc(NC(=O)c3cc4nc(-c5ccco5)cc(C(F)(F)F)n4n3)n2)cc1 | 6% | 0% | -4% | 0% | 3% | 5% | -15 | -7% | 2%
O=C(Nc1ccccc1N1CCOCC1)C1=NN(c2c(F)c(F)cc(F)c2F)C(=O)CC1 | -8% | -7% | -15% | -15% | ? | 14% | 28 | -14% | -3%
COc1ccc(NC(=O)CCCn2c(=O)[nH]c3ccccc3c2=O)cc1 | 6% | 4% | -10% | 2% | 5% | 10% | -6 | 7% | -8%
